# KDM5B inh – blocks human KDM5B histone demethylase activity. Q9UGL1. KDM5B demethylase, FDH-coupled NADH fluorescence (FDH is formaldehyde dehydrogenase). Potency, µM (highest dose often 57.7 µM), without a hit: at the top dose activity change, negative = inhibition, most hits filed as inhibitors. 2.6% of 220,000 active. AID 1347165; active means well fitted inhibition curve with a large enough effect; inconclusive means small, poorly fitted or top-dose-only effect; inactive means no such curve, though single readings can be large or run the other way; further: 0% is about no effect; nearly all actives have a fitted effect of over 70% in size
# Target sequence (Q9UGL1 whole entry, looked up): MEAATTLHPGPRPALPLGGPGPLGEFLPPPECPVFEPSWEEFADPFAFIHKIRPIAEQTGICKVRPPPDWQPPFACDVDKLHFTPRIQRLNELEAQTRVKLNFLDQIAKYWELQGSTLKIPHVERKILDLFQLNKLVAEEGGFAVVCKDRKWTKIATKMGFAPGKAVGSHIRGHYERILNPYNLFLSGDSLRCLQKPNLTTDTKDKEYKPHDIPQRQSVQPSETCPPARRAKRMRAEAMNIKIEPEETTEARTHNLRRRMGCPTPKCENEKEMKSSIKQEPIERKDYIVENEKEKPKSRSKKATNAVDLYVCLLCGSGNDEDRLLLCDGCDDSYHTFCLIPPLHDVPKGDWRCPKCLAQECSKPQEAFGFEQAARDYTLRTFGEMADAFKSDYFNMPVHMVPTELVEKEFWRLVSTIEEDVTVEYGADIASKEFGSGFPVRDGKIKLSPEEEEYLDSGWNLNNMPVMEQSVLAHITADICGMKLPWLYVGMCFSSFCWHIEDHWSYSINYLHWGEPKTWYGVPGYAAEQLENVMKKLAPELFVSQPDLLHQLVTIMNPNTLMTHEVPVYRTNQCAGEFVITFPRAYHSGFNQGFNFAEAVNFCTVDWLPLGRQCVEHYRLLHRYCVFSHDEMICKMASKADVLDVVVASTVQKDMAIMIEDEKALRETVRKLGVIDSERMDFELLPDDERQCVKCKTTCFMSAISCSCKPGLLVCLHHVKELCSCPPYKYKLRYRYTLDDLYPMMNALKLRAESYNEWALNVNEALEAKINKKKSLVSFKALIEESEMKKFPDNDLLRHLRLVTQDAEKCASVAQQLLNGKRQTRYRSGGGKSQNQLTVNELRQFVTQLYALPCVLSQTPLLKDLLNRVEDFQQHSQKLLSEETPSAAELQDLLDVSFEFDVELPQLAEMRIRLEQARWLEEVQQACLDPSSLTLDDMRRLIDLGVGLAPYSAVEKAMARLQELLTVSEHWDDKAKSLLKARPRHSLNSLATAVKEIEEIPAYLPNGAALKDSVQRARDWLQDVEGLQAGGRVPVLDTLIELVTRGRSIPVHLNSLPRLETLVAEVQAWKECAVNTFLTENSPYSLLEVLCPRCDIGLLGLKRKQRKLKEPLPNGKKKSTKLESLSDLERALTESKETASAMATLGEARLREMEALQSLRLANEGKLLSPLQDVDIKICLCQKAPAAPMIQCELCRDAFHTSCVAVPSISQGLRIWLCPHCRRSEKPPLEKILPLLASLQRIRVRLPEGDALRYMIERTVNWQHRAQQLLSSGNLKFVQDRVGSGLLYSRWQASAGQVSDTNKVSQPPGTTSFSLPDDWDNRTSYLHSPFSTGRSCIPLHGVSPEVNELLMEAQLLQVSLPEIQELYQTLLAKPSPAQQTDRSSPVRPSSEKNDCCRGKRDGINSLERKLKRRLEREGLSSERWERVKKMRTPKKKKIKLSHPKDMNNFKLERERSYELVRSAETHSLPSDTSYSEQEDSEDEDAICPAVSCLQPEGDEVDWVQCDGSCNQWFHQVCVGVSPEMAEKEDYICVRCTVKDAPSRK
#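 KDM5BΔAP (200 nM final) in 50 mM HEPES pH 7.5, 0.01% Tween-20 was preincubated 10 min at RT with compound over a concentration range. Substrate mix (H3K4me3 12.5 µM, α-KG 25 µM, Fe²⁺, ascorbate, NAD⁺, FDH) was added, and NADH fluorescence change over 30 min gave dose-response curves.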
# The depositor's hits bear a star; i = inactive; ? = inconclusive; [ ] = dose if it differs, or a comment. Potency means the concentration at half of the fitted maximal effect. This is a subset; rates above refer to the full screens.
KDM5B inh | structure
? | O=C(NCc1cccc(Cl)c1)c1cccn1-c1nnc(N2CCCC2)s1
10.9% | CN(C)CCOC(=O)NCC12CC3CC(CC(C3)C1)C2
? | CC(C)n1cc2cc(C(=O)N3CCN(Cc4cccc(F)c4)CC3)sc2c1
-28.2% | Cc1c(Cl)cccc1Nc1nn2c(=O)c3ccccc3nc2s1
-5.6% | CCOC(=O)Cn1nc2n(c1=O)CCN(Cc1cccc(Cl)c1)C2=O
5.5% | c1ccc(-c2cccc(-n3ccnc3-c3cc4n(n3)CCCNC4)c2)nc1
? | Cc1cccn2c(=O)c(/C=C(\C#N)c3nc4ccccc4n3C)c(Oc3ccc(Br)cc3)nc12
? | CCOC(=O)C1CCCN(c2c(C(=O)c3ccccc3)cnc3ccc(F)cc23)C1 (stereo not drawn)
42.1%[activator] | Cc1c(C(=O)N2CCC3(CCCN(C)C3=O)C2)n(C)c2ccc(F)cc12 (stereo not drawn)
4.3% | O=C(CN1C(=O)C(c2ccccc2)=NC12CCCCC2)NC1CCCC1
-13.7% | CCN(c1ccccc1)S(=O)(=O)c1cc(-c2onc(C)c2C)ccc1OC
2.9%[11.5 µM] | Cc1cc(C)cc(N(CC(=O)Nc2cccc(C)c2C)S(=O)(=O)c2c(C)[nH]c(=O)[nH]c2=O)c1

# (further entries)
KDM5B inh | structure
19.3% | CC1=CC(C)C(/C=N/NC(N)=O)C(C)C1 (stereo not drawn)
-15.4%[86.2 µM] | c1ccc(-c2cnc3n2C[C@H](CNCc2nccs2)OC3)cc1
8.9% | Cc1ccccc1N(C(=O)c1ccccn1)C(C(=O)NCc1ccccc1)c1ccncc1 (stereo not drawn)
-2.3% | Cc1ccc(NC(=O)c2ccc3nc[nH]c3c2)cc1C
-8.4% | Cc1nc2c(C)c(C)c(C)c(C)c2nc1C
13.1% | CSc1ccc(C(=O)O)s1
9.1% | Cc1ccc(NC(=O)C2CCC(CNS(=O)(=O)c3ccc4c(c3)CCCC(=O)N4)CC2)c(C)c1 (stereo not drawn)
1.2% | CN(C)c1cc(N2CCCC(NC(=O)c3cccs3)C2)ncn1 (stereo not drawn)
2.5% | CCCN(CCC)c1nc(-c2ccncc2)nc2ccccc12
? | O=C(Cn1c(=O)n(Cc2ccc(Cl)cc2)c(=O)c2cccnc21)Nc1ccccc1C(F)(F)F
? | CC(C)n1ncc2c(C(=O)NCc3ccccc3CN(C)C)cc(C3CC3)nc21
13.0% | COc1cc(CCC(=O)NCc2cccs2)cc(OC)c1OC

# Next records
KDM5B inh | structure
9.9% | CC(=O)N1CCC(NC(=O)CSc2ncc(-c3ccccc3)o2)CC1
11.7% | CCc1nnc(NC(=O)c2cc(-c3ccccc3)nc3ccccc23)s1
-15.3% | Cc1ccc(S(=O)(=O)NCCS(=O)(=O)N2CCN(c3ccccc3)CC2)cc1
7.5% | Cc1cc2c(cc1S(=O)(=O)N1CCC(C(=O)N3CCCC3)CC1)OCC(=O)N2
5.0% | Cc1ncsc1C(=O)N1CCCC(C)(Cc2ccc3c(c2)OCO3)C1 (stereo not drawn)
4.7% | COc1cccc(CN(C(=O)c2cccc(C)c2)C2CCS(=O)(=O)C2)c1 (stereo not drawn)
27.8% | C/C(=N/N=C/c1ccccc1O)c1ccccc1O
-16.3% | Cc1ccc(C)c(NC(NC(=O)c2ccc(Br)cc2)C(Cl)(Cl)Cl)c1 (stereo not drawn)
7.2% | O=C(CSc1nc(-c2ccccc2)nc2c1Cc1ccccc1O2)N1CCCCC1
-2.3% | CCn1cc(-c2ccc(Cl)cc2)cc1C(=O)N1CCN(C(C)C)CC1
? | Cc1ccc2oc(-c3cccc(NC(=O)c4cccs4)c3)nc2c1
-13.6% | O=c1[nH]nc2n1CCC(NS(=O)(=O)c1ccc3c(c1)CCCC3)CC2 (stereo not drawn)

# Further structures
KDM5B inh | structure
10.8% | CCOc1ccc(N2C(=O)S/C(=C\c3ccc(O)c(OC)c3)C2=O)cc1
-0.3% | Cc1cc(C)cc(NC(=O)c2cccc3c2C(=O)N(C2CCCCC2)C3)c1
-52.7% | COc1ccc(C)cc1NS(=O)(=O)c1cc(Br)cc2c1N(C(C)=O)C(C)C2 (stereo not drawn)
-20.7% | CCOc1ccccc1CN1CCc2nc(N3CCOCC3)[nH]c(=O)c2CC1
? | Cc1cccc(Cn2c(SCc3ccc(C(=O)NCc4cccs4)cc3)nc3ccncc32)c1
-12.6% | COc1ccc(CNC(=O)c2sc3nc4n(c(=O)c3c2C)CCCC4)cc1
-9.1% | C=CCNC(=O)c1coc(COc2ccc3ccc(OC)cc3c2)n1
-18.8% | CC(C)c1nnc(C2CN(C(=O)c3ccc(F)cc3F)CC23CCOCC3)o1 (stereo not drawn)
-22.6% | CN(Cc1n[nH]c2c1CCCCC2)C(=O)c1cn(CC2CCCCC2)nn1
11.7% | COc1ccc(C(C)=O)cc1CC(=O)Nc1cc(C)ccc1C
10.8% | COc1ccc(OCC(=O)N2CCC[C@H]2c2nc(-c3ccccc3)no2)cc1
2.0%[86.2 µM] | COCC(=O)N1CCC(O)(c2csc(CN3CCN(c4ccccn4)CC3)n2)CC1

# Going on with the list.
KDM5B inh | structure
-20.1%[149 µM] | CCCN1CCC2(Cc3ccccc3CN(C(C)=O)C2)C1 (stereo not drawn)
-7.6% | CCN(CC)CCCNC(=O)c1nn(C)c2c1CS(=O)(=O)c1ccccc1-2
38.2%[activator] | CN1CCN(C[C@@H]2CN(C(=O)C3(c4ccccc4)CC3)C[C@@H]2CO)CC1
7.5% | Cc1cccc(NC(NC(=O)C(C)C)C(Cl)(Cl)Cl)c1 (stereo not drawn)
? | COc1ccccc1C(=O)NC1CCN(c2cc(-c3ccc(Cl)cc3)[nH]n2)CC1
? | Cc1ccc(CN2C(=O)[C@@H]3C[C@@H](O)CN3C3(CN(Cc4ccccn4)C3)C2=O)o1
-9.3% | Cc1nc(C(=O)N2CCC(Cc3nncn3-c3ccccc3)CC2)cs1
-2.8% | C#CCN(Cc1nc(-c2cc(OC)ccc2F)oc1C)C1CCCCC1
-9.3% | Cc1nccc(CNc2ncc(C(N)=O)cc2Cl)n1
6.7% | CC(C)c1nnc(NC(=O)CCS(=O)(=O)Cc2ccccc2)s1
20.1% | CNc1snc(C)c1C(=O)N(C)CCOc1ccccc1Cl
i | CN(C)C[C@@H]1CN(c2ncccn2)C[C@H]1NC(=O)c1cccc2[nH]ccc12

# Further entries:
KDM5B inh | structure
20.1% | COc1ccc(C2Cn3nnc(C(=O)N4CCC(C(=O)NCC(C)C)CC4)c3CO2)cc1 (stereo not drawn)
16.6% | O=C(Nc1ccccc1C(F)(F)F)c1nc2ccccc2nc1N1CCCC1
-1.8% | O=C(C1CCCCC1)N1C[C@@H](CO)[C@H](c2nc(-c3ccncc3)no2)C1
? | O=C(CSc1nnc(-c2ccncc2)n1C1CC1)c1cc2cc(Cl)ccc2o1
-21.5% | C=CCN1CCN(C(=O)C2CCCN(S(C)(=O)=O)CCC(=O)NCC2)CC1 (stereo not drawn)
? | O=C(N/N=C/c1cccs1)c1cc(-c2ccccc2)nc2ccccc12
6.9% | Cn1c(=O)c2c(nc(N3CCCCC3)n2CC(=O)C23CC4CC(CC(C4)C2)C3)n(C)c1=O
12.0% | CC(C)(C)C(=O)OC/C(N)=N/OC(=O)c1ccc(Cl)c(Cl)c1
? | Cc1nn(-c2ccc(F)cc2)c(C)c1[C@@H]1C=C[C@@H](NCc2ccc(C(C)C)cc2)C1
-10.9% | CCOc1ccc(NC(=O)C/C(C)=N/NC(=O)Cc2ccc(Cl)cc2)cc1
-38.1% | Cc1ccccc1Cn1cc(-c2ccncc2)cc1C(=O)N1CCCC(C)C1 (stereo not drawn)
-13.6% | CN(CCNC(=O)NC1CCCC(C(F)(F)F)C1)Cc1ccccc1 (stereo not drawn)

# Part of the list above in order of number of heavy atoms, smallest number first.
KDM5B inh | structure
16.6% | O=C(Nc1ccccc1C(F)(F)F)c1nc2ccccc2nc1N1CCCC1
? | Cc1nn(-c2ccc(F)cc2)c(C)c1[C@@H]1C=C[C@@H](NCc2ccc(C(C)C)cc2)C1
20.1% | COc1ccc(C2Cn3nnc(C(=O)N4CCC(C(=O)NCC(C)C)CC4)c3CO2)cc1 (stereo not drawn)

# Further structures follow.
KDM5B inh | structure
? | O=C(Nc1cccc(C(=O)OCc2cc(=O)n3c4c(sc3n2)CCCC4)c1)c1cccc(F)c1
-5.7% | Cc1c(-c2ccccc2)oc2c(C(=O)OCC(=O)NC3CCC(C)CC3)cccc2c1=O (stereo not drawn)
1.2% | O=C(CC1CCOCC1)Nc1ccc(N2CCOCC2)cc1
9.4% | Cc1nc(-c2ccc(F)cc2)c(CC(=O)N2CCN(S(=O)(=O)c3cccc(F)c3)CC2)s1
-6.2% | CC(C)CCNC(=O)CCC1CCN(C(=O)c2ccccc2F)CC1
-0.9% | COc1cccc(N2C(=O)NC(=NC3CCCCC3)C23CCN([S+](=O)([O-])c2cccc(OC)c2)C3)c1 (stereo not drawn)
18.7% | c1ccc(-c2nnc(CNC3CCCCCC3)o2)cc1
? | CC1(C(=O)NCc2ccc(Cl)cc2)Cn2c(ccc2-c2ccco2)C(=O)N1CCc1ccco1 (stereo not drawn)
-0.9% | CCCc1nc2ccccc2c(C(=O)OCC(=O)NCC(C)C)c1CC
1.5% | c1ccc(CNCc2ccc(OCc3ccccc3)cc2)cc1
7.7% | CCc1ccc(C2c3c(-c4cc(C)ccc4O)n[nH]c3C(=O)N2CCO)cc1 (stereo not drawn)
-15.4% | Cc1nc([C@@H]2CN(S(=O)(=O)C(C)C)C[C@H]2C(N)=O)n[nH]1

# More structures.
KDM5B inh | structure
-18.1% | COc1cc(/C=C(/C#N)S(=O)(=O)c2ccc(Cl)cc2)cc(OC)c1
-8.0% | COCCNC(=O)[C@H]1C[C@H](Oc2ccccc2)CN1Cc1cccnc1
3.0% | Cc1nn(-c2ccccc2)c(C)c1CN(C)C(=O)CNC(=O)c1ccc(C(F)(F)F)cc1
-2.7% | Cn1c(=O)c2nc(SCC(=O)NCc3ccc(F)cc3)n(C)c2n(C)c1=O
-12.0% | O=C1Nc2ccc(-c3ccc(Cl)cc3)cc2C(=O)N2CCN(C(=O)NC3CCCCC3)C[C@H]12
? | CC(C)Oc1ccc(/C=C(/C#N)C(=O)c2ccccc2F)cc1
? | CCOc1ccc(CN2C[C@@H]3C(=O)N(CCN4CCc5ccccc5C4)C(=O)[C@@H]3C2)cc1
? | CCc1ccc(NC(=O)C2CCN(S(=O)(=O)c3ccc4[nH]c5c(c4c3)CCCCC5)CC2)cc1
2.2% | Cc1nn(Cc2ccc(C(=O)NN)cc2)c(C)c1Cl
-19.8% | COc1ccc(C2c3ccc4ccccc4c3Oc3ncn(CCN(C)C)c(=N)c32)cc1 (stereo not drawn)
? | CC1=C(C(=O)OCc2ccc3c(c2)OCO3)C(c2ccc(Cl)cc2Cl)CC(=O)N1 (stereo not drawn)
1.0% | COc1ccc(Oc2coc3cc(OCc4ccc([N+](=O)[O-])cc4)ccc3c2=O)cc1

# By substructure: those above with an aryl thioether with sulfur outside any ring.
KDM5B inh | structure
13.1% | CSc1ccc(C(=O)O)s1
9.9% | CC(=O)N1CCC(NC(=O)CSc2ncc(-c3ccccc3)o2)CC1
7.2% | O=C(CSc1nc(-c2ccccc2)nc2c1Cc1ccccc1O2)N1CCCCC1
? | Cc1cccc(Cn2c(SCc3ccc(C(=O)NCc4cccs4)cc3)nc3ccncc32)c1
? | O=C(CSc1nnc(-c2ccncc2)n1C1CC1)c1cc2cc(Cl)ccc2o1
-2.7% | Cn1c(=O)c2nc(SCC(=O)NCc3ccc(F)cc3)n(C)c2n(C)c1=O

# (further entries)
KDM5B inh | structure
-26.8% | Cc1ccc(C(=O)N2CCCC(n3cc(-c4nc(-c5ccccc5)no4)nn3)C2)s1 (stereo not drawn)
? | O=C(CN1CCN(C(=O)c2c(F)cccc2F)CC1)Nc1ccccc1C(F)(F)F
? | O=C(Cn1c(=O)n(-c2ccc(F)cc2)c(=O)c2sc3ccccc3c21)NC1CCCC1
5.5% | Cc1ccc(NC(=O)N2CC(C)Oc3ccc(Cl)cc32)c(C)c1 (stereo not drawn)
-8.7% | CCN(C(=O)CSc1ccc2ccccc2n1)C1CCS(=O)(=O)C1 (stereo not drawn)
? | COc1cccc(N2CCN(c3ncc4c(n3)CCN(Cc3ccc(Br)cc3)C4)CC2)c1
-1.3% | Cc1noc(-c2cn(C3CCCN(C(=O)c4ccc(OC(F)(F)F)cc4)C3)nn2)n1 (stereo not drawn)
-12.3% | COC(=O)C1=CN(CC(=O)NC(C)c2ccccc2)S(=O)(=O)N=C1C (stereo not drawn)
9.5% | Fc1ccccc1N1CCN(Cc2cc(-c3ccccc3)on2)CC1
-18.7% | O=C(CO/N=C/c1ccc(Cl)cc1Cl)NNC(=O)c1cccc(Cl)c1
27.4% | COCCn1c(SCC(=O)Nc2cc(Cl)ccc2C)nc2ccsc2c1=O
-13.0% | COC(=O)c1ncoc1-c1ccccc1C(=O)N1CCN(c2ccccc2)CC1

# Later entries:
KDM5B inh | structure
-21.0%[115 µM] | O=C(N1CCOCC1)N1CCn2c(nnc2-c2cncc(Br)c2)C1
-26.9% | Cc1ccc(C)c(CN2C(=O)C(O)(c3c(C)[nH]c4ccccc34)c3ccccc32)c1 (stereo not drawn)
-30.5% | Cc1ccc(-n2nc(C(=O)N(C)c3ccc(C)c(C)c3)c3c4ccccc4n(C)c3c2=O)cc1
-3.7% | CN1C(C(=O)c2ccccc2)=C(NC(=O)c2ccccc2Br)c2ccccc2S1(=O)=O
-5.1% | CCOc1ccc(Nc2ccc3nonc3c2[N+](=O)[O-])cc1
-6.6% | CCCCOc1ccc(C(=O)N2CC(=O)Nc3ccc(Br)cc3C2c2ccc(F)cc2)cc1 (stereo not drawn)

# Screening data from PubChem BioAssay.
